Assay outcomes (PubChem BioAssay)
PREPL inhibitor: inhibitors of human prolyl oligopeptidase-like enzyme PREPL; Q4J6C6; recombinant PREPL, fluorescence polarization activity-based probe; inhibition, % at 5.96 µM; 320,000 tested, 0.68% active; in the data active = inhibition above about 43%;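 note: 0% = enzyme with DMSO and 100% = wells lacking enzyme; many of its hits are not listed in these tables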
Efflux pump inh: blocks antifungal efflux pumps in multiplex yeast assay | S. cerevisiae Candida pump triplex, Nile Red efflux | inhibition, % at 10 µM | 330,000 tested, 0.44% active | AID 485275;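 active = plate passing quality check with inhibition over a set limit, or well fluorescence over plate mean plus 4 SD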;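 note: Nile Red retained in pooled yeast measured as flow cytometry median fluorescence; 0% = buffer negative control and 100% = Enniatin B positive control; higher means more Nile Red kept so more efflux inhibition; some compounds called inactive have numbers as strong as hits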
Fh CTSL1 inh: cathepsin L1 inhibition, PFM18AAP counter-screen; recombinant F. hepatica cathepsin L1, Z-Leu-Arg-MCA fluorescence; inhibition, % at 5.96 µM; 300,000 tested, 0.49% active;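 active = inhibition above the mean of all tested compounds plus 3 SD, set per screening campaign, cut at about 17% in these data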;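 note: 0% = plate median of test compound wells and 100% = 1 µM Z-Phe-Ala-diazomethylketone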
ZTA counter: blocks Epstein-Barr virus ZTA, an EBNA-1 counter-screen | P03206 | ZTA-DNA binding, fluorescence polarization | 320,000 tested, 0.15% active | inhibition, % at 11 µM; in the data active = inhibition above about 33%
Target sequence (P03206 whole entry, looked up): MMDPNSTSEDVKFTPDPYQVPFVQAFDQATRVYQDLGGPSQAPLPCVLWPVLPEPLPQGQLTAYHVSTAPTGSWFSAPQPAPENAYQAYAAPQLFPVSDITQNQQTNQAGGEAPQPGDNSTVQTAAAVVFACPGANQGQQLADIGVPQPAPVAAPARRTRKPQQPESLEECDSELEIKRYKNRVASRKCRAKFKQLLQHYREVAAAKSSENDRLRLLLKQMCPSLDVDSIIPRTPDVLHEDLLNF
TPT1 inh: blocks Candida albicans tRNA 2'-phosphotransferase. recombinant caTPT1, FP RNA substrate dephosphorylation. inhibition, % at 5 µM. 300,000 tested, 0.81% active;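 active = inhibition above the mean of all tested compounds plus 3 SD, set per screening campaign, cut at about 24% in these data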;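 note: plate controls were DMSO alone for no effect and ferristatin control at 100 nM for full effect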
core dimer inh: HCV core protein dimerization inhibition | 300,000 tested, 0.33% active | inhibition, % at 5 µM | TR-FRET GST/Flag-core106 dimerization, 1536-well;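 active = inhibition above the mean of all tested compounds plus 3 SD, set per screening campaign, cut at about 45% in these data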
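assay system = GST-tagged and Flag-tagged HCV core protein residues 1-106 | controls = unlabelled core106 and no-GST-core106 wells | incubation = compound-protein-antibody incubation 4 h at 22.5 °C | probe or stimulus = Eu donor and XL665 acceptor anti-tag antibodies | read-out = % inhibition based on acceptor/donor emission ratio | signal = TR-FRET 671 and 617 nm emission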
PP1 counter: blocks human PP1-alpha phosphatase, a PP5 counter-screen; P62136; purified PP1alpha, OMFP fluorescence; inhibition, % at 6.7 µM; 320,000 tested, 0.9% active; AID 2235;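 active = inhibition above the mean inhibition of all tested compounds plus 3 SD, computed separately for each screening campaign, cut at about 15% in these data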
Target sequence (P62136 whole entry, looked up): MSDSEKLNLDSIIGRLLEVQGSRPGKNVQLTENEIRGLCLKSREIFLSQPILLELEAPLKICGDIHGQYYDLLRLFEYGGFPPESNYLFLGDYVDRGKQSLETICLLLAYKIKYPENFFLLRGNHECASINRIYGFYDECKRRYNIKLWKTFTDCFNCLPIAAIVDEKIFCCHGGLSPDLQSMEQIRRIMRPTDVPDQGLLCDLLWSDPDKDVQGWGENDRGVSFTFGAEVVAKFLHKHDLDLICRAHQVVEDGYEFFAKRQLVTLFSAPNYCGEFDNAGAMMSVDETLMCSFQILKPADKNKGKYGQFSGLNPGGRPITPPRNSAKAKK
PP5 inh: inhibitors of human protein phosphatase 5 (PP5); P53041; purified PP5c, OMFP substrate fluorescence; inhibition, % at 6.7 µM; 320,000 tested, 0.18% active; AID 1987;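 active = inhibition above the campaign's mean inhibition across all tested compounds plus 3 SD, cut at about 9.5% in these data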;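 note: 0% = DMSO only and 100% = 100 µM cantharidin control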
Target sequence (P53041 whole entry, looked up): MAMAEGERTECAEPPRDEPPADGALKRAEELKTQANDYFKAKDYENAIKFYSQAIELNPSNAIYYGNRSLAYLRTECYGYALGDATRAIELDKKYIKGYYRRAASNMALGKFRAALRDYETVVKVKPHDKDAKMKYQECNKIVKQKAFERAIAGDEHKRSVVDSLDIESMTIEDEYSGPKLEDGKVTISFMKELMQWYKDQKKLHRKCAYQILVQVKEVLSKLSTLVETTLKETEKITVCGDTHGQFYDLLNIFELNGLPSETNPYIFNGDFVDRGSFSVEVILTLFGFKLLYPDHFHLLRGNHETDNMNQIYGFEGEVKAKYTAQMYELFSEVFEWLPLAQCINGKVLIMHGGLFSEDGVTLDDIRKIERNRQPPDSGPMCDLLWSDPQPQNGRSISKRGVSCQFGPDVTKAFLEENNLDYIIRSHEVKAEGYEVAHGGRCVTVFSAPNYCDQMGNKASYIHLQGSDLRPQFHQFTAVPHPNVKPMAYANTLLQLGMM
EBNA-1 inh: blocks EBNA-1 binding to DNA | EBNA-1 DNA binding, fluorescence polarization | inhibition, % at 14.8 µM | 300,000 tested, 0.34% active | AID 1950; in the data active = inhibition above about 28%
An asterisk follows results filed as active; . = no result given. Some of the compounds tested, so the mix of outcomes need not match the whole.

item	smiles	PREPL inhibitor	Efflux pump inh	Fh CTSL1 inh	ZTA counter	TPT1 inh	core dimer inh	PP1 counter	PP5 inh	EBNA-1 inh
1	O=C(c1cc(COc2ccc(F)c(F)c2)on1)N1CCOCC1	13	0.0	0	-9	1	0	-2	2.2	-15
2	Cc1onc(-c2ccccc2)c1C(=O)Nc1nnc(C(C)C)s1	6	0.2	2	-7	3	1	7	2.9	3
3	CCOc1ccc(-n2c(SCc3nc(-c4cccs4)no3)nnc2-c2ccncc2)cc1	15	0.1	-2	8	-1	9	-1	0.3	14
4	Cc1cc(S(=O)(=O)N2CCCOC2CNC(=O)C(=O)NCc2cccs2)ccc1F (centres undefined)	1	0.0	0	9	0	-10	-6	-2.2	13
5	Nc1nc(N)nc(-c2ccc(Oc3ccccc3)cc2)n1	-4	-0.1	3	4	1	9	-1	-0.1	2
6	O=C(CCC(=O)c1ccc(Oc2ccccc2)cc1)Nc1cccc(Cl)c1	-7	0.1	0	10	0	4	0	0.2	-3
7	COC(=O)Cc1ccc(N(Cc2ccccc2F)S(=O)(=O)c2ccc(Cl)cc2)cc1	-9	0.0	1	3	1	2	6	2.3	10
8	CC1CCC2C(=O)N(c3ccc(C(=O)Oc4cccc5cccnc45)cc3)C(=O)C2C1 (centres undefined)	8	0.1	-1	-7	0	5	-2	1.4	12
9	CC(C)C(NC(=O)c1ccccc1)C(=O)N1CCN(C/C=C/c2ccccc2)CC1 (centres undefined)	12	0.2	.	7	.	.	-6	2.9	.
10	Cc1cc(C)cc(OCc2nnc(SCC(=O)OC3CCCCC3)o2)c1	-11	-0.1	-2	-13	-2	2	1	3.5	-7
11	O=C(NCCC1=CCCCC1)C1CCN(Cc2cnn(-c3ccccc3)c2-n2cccc2)CC1	16	-0.3	2	8	1	7	9	3.6	-8
12	CCCCNC(=O)CSc1nnc(-c2ccc(S(=O)(=O)N3CCCC3)cc2)n1C	1	-0.1	4	4	0	0	-2	2.6	-4
13	Cc1c(CCC(=O)O)c(=O)oc2cc(OCc3ccccc3F)ccc12	15	-0.1	-2	6	1	4	2	2.9	8
14	CC(=O)Nc1ccc(NC(=O)CCCn2cnc3ccccc3c2=O)cc1	-1	0.4	3	2	2	-2	-1	-2.1	-16
15	CSc1ccccc1OCc1cc(C(=O)NCCCc2ccccc2)no1	-3	0.0	2	7	2	-5	6	1.6	4
16	C=CCNC(=O)c1c(O)c2cccc3c2n(c1=O)CCC3	-15	-0.1	2	15	-3	7	-2	2.3	-1
17	CSc1ccc(N=Nc2c(C)[nH]n(C)c2=O)cc1	17	-0.1	7	10	2	-6	0	0.7	3
18	CCCCNC(=O)C1c2cc(OC)c(OC)cc2C(=O)N(C)C1c1cccs1 (centres undefined)	14	0.2	0	6	1	4	-3	-1.9	2
19	Cc1ccc(-c2ccc(C(=O)O)o2)cc1Cl	2	-0.1	1	15	-2	3	-6	-2.7	8
20	O=C(CN1C(=O)NC2(CCOc3ccccc32)C1=O)c1ccc(Cl)cc1 (centres undefined)	4	-0.1	-3	-12	0	-1	-2	1.9	-12
21	O=C(CSc1nnc(COc2ccc(Cl)cc2)o1)N1CCCCC1	5	0.2	-1	-21	2	-4	0	2.1	-9
22	c1ccc(CNCC2COc3ccccc3O2)cc1 (centres undefined)	-16	0.0	0	-5	-6	-4	-2	1.5	-3
23	C/C(=N\NC(=O)c1ccccc1C)c1ccc(NC(=O)c2cccs2)cc1	13	0.1	4	5	-6	2	-2	-1.1	-6
24	COc1ccccc1/C=C1\SC(=S)N(CCC(=O)NCCCN2CCOCC2)C1=O	1	0.2	5	3	-2	-4	-3	-1.6	2
25	COc1cccc(NC(=O)C2CCCN(S(=O)(=O)c3cccc4nonc34)C2)c1 (centres undefined)	-2	0.0	1	5	1	7	-4	1.4	7
26	COc1ccc(NS(=O)(=O)c2ccc(OC)c3ccccc23)cn1	-2	0.0	-1	-8	-6	8	-5	2.0	-3
27	Cc1cc(C)cc(OCCCn2ccnc2)c1	-1	-0.2	-2	-14	-1	2	-1	1.5	-1
28	O=C(/C=C/c1cccc(Cl)c1)NCCN1CCOCC1	-5	-0.1	-1	0	-3	1	-7	-0.3	5
29	Cn1c(=O)c2ccccc2n(Cc2cccc(F)c2)c1=O	-14	0.0	-2	-5	-2	-3	-2	-0.9	1
30	COc1ccc(C2N(c3cc(Cl)ccc3OC)C(=O)C3CCCN32)cc1OC (centres undefined)	-2	0.0	0	10	-3	-7	-3	-0.1	13
31	O=C(Nc1ccccc1C(=O)NC(Cc1ccccc1)C(=O)O)c1ccccc1 (centres undefined)	-6	-0.1	5	7	-3	4	1	-0.8	0
32	O=C(CN1CCc2cc3c(cc2C1)OCCCO3)Nc1cccc(Br)c1	0	0.0	-2	-4	1	-5	3	2.2	-1
33	O=C(COc1ccc(S(=O)(=O)N2CCCCC2)cc1)N1CCOCC1	1	0.3	1	9	1	-4	-3	-2.1	0
34	CC(=O)Nc1sc2c(c1C(c1cccs1)N1CCOCC1)CCCC2 (centres undefined)	-4	0.0	0	-16	2	-2	-5	1.5	-12
35	Cc1ccc(-n2c(=S)[nH]c3[nH]ncc3c2=O)cc1	5	0.0	2	3	-3	-6	0	-0.1	0
36	Cc1nc2nc(COc3ccccc3)[nH]n2c(=O)c1Cc1ccccc1	-7	-0.4	0	5	0	4	2	-1.4	0
37	CC(=O)c1ccc(NC(=S)N2CCN(C(=S)Nc3ccc(C(C)=O)cc3)C(C)C2)cc1 (centres undefined)	-3	0.0	5	7	-5	2	-2	1.7	9
38	C=C(C)CNC(=S)N1CCN(C(c2ccccc2)c2ccccc2)CC1	-1	0.6	-5	-5	-4	6	1	1.4	-4
39	CC1(C)CC(=O)C/C(=N/NC(=O)C2CCN(S(=O)(=O)c3cccs3)CC2)C1	4	-0.1	-3	-5	-3	9	-5	1.6	4
40	Cc1cnn(Cc2ccccc2)c1N	-4	0.1	4	7	-1	-1	4	-0.8	-9
41	CC(C)Cc1cc(C(=O)Nc2cccc(O)c2)no1	-5	-0.2	0	15	-3	0	-1	0.6	5
42	Cc1ccc(C)c(S(=O)(=O)NCCCc2ccccc2)c1	-27	0.0	0	-2	-1	5	0	3.8	-6
43	CCCOc1ccc2nc(C)c(CCC)c(SC(=N)N)c2c1	-10	0.1	4	-8	0	5	3	4.4	-14
44	COc1ccnc(CSC(N)=Nc2cccc(C(F)(F)F)c2)c1	8	-0.1	-3	-2	-6	-5	1	3.6	-5
45	CN(C)C(CNc1ncnc2sccc12)c1cccs1 (centres undefined)	3	-0.1	-5	-15	3	-3	1	0.7	-7
46	COc1cc(C(=O)NCC(c2cccnc2)N2CCN(c3ccccc3)CC2)cc(OC)c1OC (centres undefined)	8	-0.1	6	-12	-2	22	-1	2.1	-8
47	COC(=O)c1cccc(N(C(=O)c2ccco2)C(C(=O)NC2CCCC2)c2ccco2)c1 (centres undefined)	10	-0.1	5	-9	-2	0	3	0.1	-7
48	CC(C)OC(=O)c1cc(C(=O)c2cc(F)ccc2O)coc1=N	20	0.0	-3	-9	0	0	1	1.8	0
49	Oc1ccc(/C=C/c2ccc3ccccc3n2)cc1	32	-0.1	7	4	-1	-1	-2	0.6	0
50	COc1ccc(CNC(=O)COC(=O)/C=C/c2ccc(Cl)cc2)cc1	-8	-0.4	0	6	2	2	-2	-0.9	3

Part of the list above in order of molar mass, smallest number first.
item	smiles	PREPL inhibitor	Efflux pump inh	Fh CTSL1 inh	ZTA counter	TPT1 inh	core dimer inh	PP1 counter	PP5 inh	EBNA-1 inh
49	Oc1ccc(/C=C/c2ccc3ccccc3n2)cc1	32	-0.1	7	4	-1	-1	-2	0.6	0
42	Cc1ccc(C)c(S(=O)(=O)NCCCc2ccccc2)c1	-27	0.0	0	-2	-1	5	0	3.8	-6
43	CCCOc1ccc2nc(C)c(CCC)c(SC(=N)N)c2c1	-10	0.1	4	-8	0	5	3	4.4	-14

Following part
item	smiles	PREPL inhibitor	Efflux pump inh	Fh CTSL1 inh	ZTA counter	TPT1 inh	core dimer inh	PP1 counter	PP5 inh	EBNA-1 inh
51	CC(C)C(=O)N1N=C(c2ccc(NS(C)(=O)=O)cc2)CC1c1cccs1 (centres undefined)	-3	0.0	5	-6	8	0	-2	1.0	-9
52	COc1ccc([N+](=O)[O-])cc1NCC(=O)c1ccc(C)cc1	7	0.1	1	-14	4	15	-1	-0.2	6
53	O=C1NC(=O)/C(=C/c2ccc(N3CCOCC3)o2)N1	20	0.1	-3	3	-9	0	-6	2.0	-12
54	COC(=O)CNC(=O)C(Cc1c[nH]c2ccccc12)NC(=O)Oc1ccccc1 (centres undefined)	0	0.0	3	3	1	-1	-1	2.4	9
55	CC(C)(O)CCC(C)(C)O	-2	-0.2	.	-5	.	.	1	0.5	.
56	Cc1ccc(N2C(=O)[C@@H]3[C@H](C2=O)[C@H]2C=C(C(=O)c4ccccc4)C=CN2[C@@H]3C(=O)c2ccc(Cl)cc2)cc1	-3	0.1	-1	5	9	40	13	2.2	-10
57	CCOc1ccc(NC(=O)c2ccccc2O)cc1	-4	-0.1	-2	-5	-1	-2	2	1.9	2
58	Cn1c(SCC(=O)c2ccccc2)nnc1-c1cccc(N)c1	13	-0.1	-1	-8	-8	3	-4	-6.0	-4
59	CCOC(=O)CSc1ccc(-c2nc3cc(C)c(C)cc3[nH]2)cn1	8	0.4	2	-7	0	7	-3	5.9	-3
60	O=C(CCSCc1ccc(Cl)cc1)NCCC1=CCCCC1	-6	-0.3	1	6	4	-1	-1	2.6	2
61	COc1ccc(-c2nc(CN3CCCCC3c3cccnc3)c(C)o2)c(F)c1 (centres undefined)	17	0.0	-1	2	6	-1	0	-2.0	-3
62	CC(=O)N1C2CCCCC2S[C@H]2CCCCC21 (some centres undefined)	0	-0.2	2	16	-3	1	0	-1.7	6
63	Cc1nn2c(N3CCCC3)c3c(nc2c1-c1ccccc1)CCC3	10	0.0	7	26	4	7	2	1.9	7
64	Cc1nc2ccc(NC(=O)c3ccccc3)cc2s1	11	-0.1	-1	-1	-1	-6	0	0.8	16
65	CCCCN(C(=O)CC(c1ccccc1)c1ccccc1)c1c(N)n(CCC)c(=O)[nH]c1=O	-10	-0.7	-5	-13	0	0	2	0.4	-5
66	Fc1ccc(NC(=S)N2CCCCC2)cc1	4	0.1	0	8	3	0	-3	2.5	10
67	COCC(=O)Nc1cc(C(=O)NCCc2ccccc2)ccc1Cl	-3	0.1	1	5	-3	5	0	-0.9	3
68	CCCCn1c(=O)c(CCC(=O)O)nc2ccccc21	0	0.1	2	4	0	2	-4	-1.2	8
69	O=C(c1cccs1)N1CCN(S(=O)(=O)c2ccccc2)CC1	0	0.1	-1	2	-2	-3	-3	2.1	6
70	CCOC(=O)c1ccc2[nH]c(C)c(CCC(C)=O)c(=O)c2c1	1	0.0	1	6	-3	3	-5	0.1	15
71	O=C1c2ccccc2S(=O)(=O)c2cc(N3CCc4ccccc4C3)ccc21	4	0.1	0	5	21	4	9	2.3	-9
72	CCc1ccc(NC(=S)N2CCNC(=O)C2CC(=O)OC)cc1 (centres undefined)	-2	0.0	1	-17	4	-3	-3	-0.5	-9
73	COc1ccc(NC(=O)Oc2cc(C)ccc2C(C)C)cc1	12	0.0	4	-11	-5	-4	-4	-2.1	2
74	O=C(NCc1ccco1)c1ccc(S(=O)(=O)N2CCCCC2)cc1	13	-0.1	2	1	-5	-2	5	-0.8	4
75	COc1ccc(C(=O)Nc2cccc(-c3ccc(N4CCOCC4)nn3)c2)cc1	-7	0.1	-3	-2	-2	5	-6	0.4	-3
76	O=C(CCCC(=O)OCC1CCCO1)OCC1CCCO1 (centres undefined)	16	0.0	-1	7	2	2	0	1.0	4
